Source: PubChem BioAssay
RmlCD inh 1536: inhibitors of Mycobacterium tuberculosis RmlC and RmlD coupled enzymes; 160,000 tested, 0.03% active; P9WH09+P9WH11; AID 1533; inhibition, % at 3.6 µM; RmlC+RmlD coupled enzyme assay, percent inhibition; primary screen in compound mixtures; in the data active = inhibition mostly above about 34%, no sharp cut-off; note: some results filed as inactive read as strong as hits
Target sequence (P9WH09 whole entry, looked up): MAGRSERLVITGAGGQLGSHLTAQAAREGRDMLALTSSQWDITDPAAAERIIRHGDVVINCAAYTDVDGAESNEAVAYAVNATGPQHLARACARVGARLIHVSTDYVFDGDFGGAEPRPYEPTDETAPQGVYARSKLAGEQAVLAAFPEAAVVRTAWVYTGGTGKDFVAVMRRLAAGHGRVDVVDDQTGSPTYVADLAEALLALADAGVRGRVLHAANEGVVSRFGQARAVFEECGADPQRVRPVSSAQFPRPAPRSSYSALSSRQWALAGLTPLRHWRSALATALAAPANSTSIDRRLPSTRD
Target sequence (P9WH11 whole entry, looked up): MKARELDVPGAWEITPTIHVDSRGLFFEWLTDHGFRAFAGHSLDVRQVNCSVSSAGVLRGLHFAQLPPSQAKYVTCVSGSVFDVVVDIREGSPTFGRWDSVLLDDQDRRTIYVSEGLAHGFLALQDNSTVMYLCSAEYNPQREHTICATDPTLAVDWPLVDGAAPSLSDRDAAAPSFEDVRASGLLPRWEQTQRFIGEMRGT
GlmU inhibition: inhibition of mycobacterial GlmU enzyme – biochemical, glucosamine-1-phosphate acetyltransferase (AID 1376); M. tuberculosis GlmU acetyltransferase enzyme assay; higher % means a stronger effect; one-dose inhibition, %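 (tested at 30 µM in the primary screen)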; IC50 in µM for titrated hits; 220,000 tested, 0.25% active; in the data active = inhibition above about 13%;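 note: 0% = complete reaction with vehicle and 100% = reaction without substrate; strong numbers were not always called active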
* marks the source's active call; other numbers are inactive results. An excerpt, so the mix of outcomes need not match the whole.

For CCCCn1c(O)c(C(CC)=NCc2cccnc2)c(=O)[nH]c1=O the results were GlmU inhibition 1.8%.
For O=c1oc(Nc2cccc(F)c2)nc2ccccc12 the results were RmlCD inh 1536 3.8 and GlmU inhibition 2.2%.
For O=C(O)c1ccc(N/N=C/c2cn(Cc3ccccc3F)c3ccccc23)cc1 the results were RmlCD inh 1536 2.4 and GlmU inhibition 4.8%.
For N#Cc1nc(Cc2cccc3ccccc23)oc1NCCCn1ccnc1 the results were RmlCD inh 1536 14.0 and GlmU inhibition -1.3%.
For O=C(COC(=O)/C=C/c1ccc(S(=O)(=O)N2CCCCCC2)cc1)NCc1ccccc1Cl the results were RmlCD inh 1536 -5.4 and GlmU inhibition 0.2%.
Screening COc1ccc(NC(C)=O)cc1S(=O)(=O)N1CCN(C/C=C/c2ccccc2)CC1 returned RmlCD inh 1536 1.1 and GlmU inhibition 1.2%.
`CC(C)=C1SC(N2CCN(c3cccc(C)c3)CC2)=NC1=O` gave RmlCD inh 1536 15.5 and GlmU inhibition -1.0%.
`OC1(c2cccs2)CN(c2ccc(Cl)cc2)C2=[N+]1CCCS2` (stereo not drawn) gave RmlCD inh 1536 -9.4 and GlmU inhibition 2.5%.
CN(C(=O)COC(=O)/C=C/c1ccc(S(=O)(=O)N2CCc3ccccc32)cc1)C1CCS(=O)(=O)C1 (stereo not drawn) was read as RmlCD inh 1536 -10.3 and GlmU inhibition 2.3%.
For Cc1ccc(Cl)cc1N1CCN(C(c2ccc(C#N)cc2)c2nnnn2C2CCCC2)CC1 (stereo not drawn) the results were RmlCD inh 1536 -4.3 and GlmU inhibition 3.1%.
For CCOc1cc2[nH]c(=S)n(Cc3ccc(C(=O)NCCOC)cc3)c(=O)c2cc1OCC the results were GlmU inhibition 2.0%.
Screening Cc1cc(C(=O)O)ccc1-n1c(C)ccc1C returned RmlCD inh 1536 8.7.
Nc1nc(NCCCN2CCOCC2)nc(Nc2ccc(Cl)cc2)c1[N+](=O)[O-] was read as RmlCD inh 1536 9.4 and GlmU inhibition 0.0%.
Screening O=C(OCC(=O)N(C1CCCCC1)C1CCCCC1)c1cnccn1 returned RmlCD inh 1536 -0.3 and GlmU inhibition 3.7%.
For CC(C)(C)c1cc[n+](-c2nc([O-])sc2C=O)cc1 the results were RmlCD inh 1536 9.2 and GlmU inhibition 2.5%.
Cc1nn(Cc2ccccc2Cl)c2sc(C(=O)NC(C)(C)C)cc12 was read as GlmU inhibition 3.4%.
`CC(C(=O)N1CCN(c2ccccc2)CC1)N1C(=O)C2CC=CCC2C1=O` (stereo not drawn) gave GlmU inhibition -2.2%.
CCOC(=O)C(=O)N1CCC(C(=O)OC)CC1 was read as RmlCD inh 1536 -10.4 and GlmU inhibition -4.3%.
CC(C)C(=O)Nc1ccc(C(=O)NNC(=O)CCCOc2ccc(Cl)cc2Cl)cc1 was read as RmlCD inh 1536 -5.1 and GlmU inhibition 1.0%.
`CCOc1ccc(-c2nc3c(s2)CCc2onc(-c4ccc(OC)cc4)c2-3)cc1` gave GlmU inhibition -1.4%.
Cn1c2ccccc2c(=O)n2c(=O)c3ccccc3cc12 was read as GlmU inhibition 0.4%.
CCOC(=O)c1c(NC(=S)Nc2ccc(C)cc2)sc2c1CCC2 was read as RmlCD inh 1536 2.0 and GlmU inhibition 1.5%.
Screening CCCN1C(=O)c2cc(C(=O)NC3CCCCCC3)ccc2C1O (stereo not drawn) returned RmlCD inh 1536 26.4 and GlmU inhibition 0.9%.
Screening Cc1nc2c(-c3ccc(F)cc3)c(C)nn2c(C)c1CCC(=O)NC(C)CCc1ccco1 (stereo not drawn) returned RmlCD inh 1536 5.9 and GlmU inhibition 4.6%.
`C/C(=N\N1CCN(c2ccccc2)CC1)c1ccncc1` gave RmlCD inh 1536 12.7 and GlmU inhibition 0.0%.
`CCOC(=O)CSc1nc(C(C)(C)C)cc(C(F)(F)F)c1C#N` gave GlmU inhibition -0.3%.
CCn1c(SCC(=O)NCc2cccs2)nnc1-c1cccs1 was read as GlmU inhibition 2.7%.
`CCn1nc(C)c(C2C(C#N)=C(N)Oc3n[nH]c(C)c32)c1C` (stereo not drawn) gave RmlCD inh 1536 -5.5 and GlmU inhibition 3.1%.
`Cc1cccc(N(C)S(=O)(=O)c2ccc3c(c2)NC(=O)CC(=O)N3)c1` gave RmlCD inh 1536 -5.9 and GlmU inhibition -2.8%.
For CN(C)C=Nc1ncc2c3ccccc3n(Cc3ccccc3)c2c1C#N the results were GlmU inhibition 0.1%.
For N#CC1=C(N)SC(N)=C(C#N)C1CCC1CCCCC1 the results were RmlCD inh 1536 -5.1 and GlmU inhibition 0.4%.
Screening CC(Sc1nc2c(c(=O)n(C)c(=O)n2C)n1Cc1cc2c(cc1Cl)OCO2)C(=O)O (stereo not drawn) returned RmlCD inh 1536 7.1 and GlmU inhibition 1.4%.
Screening C=C1CCN([C@@H](CC(C)C)C(=O)NCc2ccc(Cl)cc2)S(=O)(=O)c2ccccc21 returned GlmU inhibition 3.1%.
COc1ccc(-c2nnn(-c3ccc(Cl)cc3Cl)c2N)cc1 was read as GlmU inhibition 3.0%.
For CCOC(=O)CSc1nnc(Cc2cc(=O)[nH]c(=O)[nH]2)n1-c1cccc(OC)c1 the results were GlmU inhibition 4.6%.
Screening CC(Sc1nc(-c2ccccc2)cc(C(F)(F)F)n1)C(=O)Nc1sc2c(c1C(N)=O)CCC2 (stereo not drawn) returned GlmU inhibition 0.7%.
`CCC(C)n1cnc2c(c1=O)c1nc3ccccc3nc1n2Cc1ccccc1OC` (stereo not drawn) gave RmlCD inh 1536 3.1 and GlmU inhibition -1.1%.
`COc1ccc(-c2nnc(NC(=O)C3CC3)o2)cc1` gave RmlCD inh 1536 5.8 and GlmU inhibition 1.7%.
For CCc1c(C)nc(SCC(=O)Nc2c(C)n(C)n(-c3ccccc3)c2=O)[nH]c1=O the results were RmlCD inh 1536 -6.3 and GlmU inhibition 1.9%.
O=C(NCC(=O)N(Cc1ccco1)C(C(=O)NC1CCCC1)c1ccncc1)c1cccs1 (stereo not drawn) was read as GlmU inhibition -1.8%.

Already shown: an excerpt of the list.
`Cc1cccc(N(C)S(=O)(=O)c2ccc3c(c2)NC(=O)CC(=O)N3)c1` gave RmlCD inh 1536 -5.9 and GlmU inhibition -2.8%.
For CN(C)C=Nc1ncc2c3ccccc3n(Cc3ccccc3)c2c1C#N the results were GlmU inhibition 0.1%.
For N#CC1=C(N)SC(N)=C(C#N)C1CCC1CCCCC1 the results were RmlCD inh 1536 -5.1 and GlmU inhibition 0.4%.
Screening CC(Sc1nc2c(c(=O)n(C)c(=O)n2C)n1Cc1cc2c(cc1Cl)OCO2)C(=O)O (stereo not drawn) returned RmlCD inh 1536 7.1 and GlmU inhibition 1.4%.
Screening C=C1CCN([C@@H](CC(C)C)C(=O)NCc2ccc(Cl)cc2)S(=O)(=O)c2ccccc21 returned GlmU inhibition 3.1%.
COc1ccc(-c2nnn(-c3ccc(Cl)cc3Cl)c2N)cc1 was read as GlmU inhibition 3.0%.

Following part
CCCOC(=O)Cc1c(O)c2ccccc2[nH]c1=O was read as GlmU inhibition -0.5%.
For COCCNC(=O)C1CC(c2ccc(F)cc2)=NO1 (stereo not drawn) the results were GlmU inhibition -3.5%.
O=C(Nc1nccs1)c1ccc(-c2cccc([N+](=O)[O-])c2)o1 was read as RmlCD inh 1536 94.0 and GlmU inhibition 3.5%.
For COc1ccc(C(=O)NNC2=NCCCCC2)cc1 the results were RmlCD inh 1536 -6.5 and GlmU inhibition -2.6%.
O=C(CN1c2ccccc2Sc2ccccc21)N/N=C/c1ccccc1 was read as RmlCD inh 1536 -5.4 and GlmU inhibition -1.3%.
`Cc1cc(C)cc(N(CCC#N)C(=O)CSC2=Nc3ccccc3C3CC=NN23)c1` (stereo not drawn) gave RmlCD inh 1536 1.8 and GlmU inhibition 6.4%.
For COc1c(C)cccc1C(=O)Nc1ccc(N2CCN(S(C)(=O)=O)CC2)cc1 the results were RmlCD inh 1536 -9.4 and GlmU inhibition -2.6%.
For CC(=O)Nc1cc[n+](C(C)C(=O)c2ccc(Cl)cc2)cc1 (stereo not drawn) the results were GlmU inhibition -2.0%.
`COc1cccc(-n2cnnn2)c1` gave RmlCD inh 1536 -11.4 and GlmU inhibition 1.2%.
Screening COc1ccc(OCC(=O)Nc2cc(C)c(Cl)cc2OC)c([N+](=O)[O-])c1 returned RmlCD inh 1536 -4.1 and GlmU inhibition -3.2%.
Screening O=[N+]([O-])c1ccc(N2CCN(C(=S)Nc3ccc(F)cc3F)CC2)cc1 returned RmlCD inh 1536 -9.9 and GlmU inhibition 5.0%.
Cc1ccc(N(CC(O)CN2CCCC2)S(=O)(=O)c2ccccc2)cc1 (stereo not drawn) was read as RmlCD inh 1536 3.3 and GlmU inhibition 3.5%.
O=C(NNC(=O)c1cccnc1)Nc1ccc(Cl)c(Cl)c1 was read as RmlCD inh 1536 19.6 and GlmU inhibition 6.1%.
CCOC(CC(=O)NNC(=O)c1c(-c2c(Cl)cccc2Cl)noc1C)OCC was read as RmlCD inh 1536 -8.8 and GlmU inhibition 0.8%.
`Cc1ccc(CNC(=O)CSc2nc3[nH]ncc3c(=O)[nH]2)cc1` gave RmlCD inh 1536 6.4 and GlmU inhibition 5.7%.
For COC(=O)c1ccc(S(=O)(=O)N2CCN(C)CC2)n1C the results were RmlCD inh 1536 3.8 and GlmU inhibition -8.7%.
For Cc1cc2ccc3ccccc3c2cc1CN(C)C the results were RmlCD inh 1536 55.9 and GlmU inhibition -9.7%.
Screening COc1ccc(/C=[N+](\[O-])C2N(c3ccccc3)C(=S)SC2(C)C)cc1OC (stereo not drawn) returned RmlCD inh 1536 8.7 and GlmU inhibition 7.0%.
`CCSc1nnc(NC(=O)CSc2nc(CC)nc3c2c(=O)n(C)c(=O)n3C)s1` gave GlmU inhibition -1.6%.
For O=C(CN1CCCc2ccccc21)NC(=O)NCc1ccco1 the results were RmlCD inh 1536 6.8 and GlmU inhibition 1.4%.
For CCOC(=O)C1CCN(CCC(=O)Nc2cccc(Cl)c2C)CC1 the results were RmlCD inh 1536 55.5 and GlmU inhibition -3.8%.
Screening Cc1nn(-c2ccccc2)c2nc(N)c(C#N)c(-c3ccc(F)cc3)c12 returned RmlCD inh 1536 17.7 and GlmU inhibition 2.3%.
`COC(=O)Nc1ccc(SCC(=O)c2ccccc2)cc1` gave RmlCD inh 1536 -12.0 and GlmU inhibition -1.9%.
Screening O=C(N/N=C/c1cccc(O)c1)c1csc2ccccc12 returned RmlCD inh 1536 6.0 and GlmU inhibition -2.2%.
CC1=CS(=O)(=O)CC1Sc1nc2ccccc2[nH]1 (stereo not drawn) was read as GlmU inhibition -1.4%.
O=C(NCc1cccs1)C(Cc1ccccc1)n1cccc1 (stereo not drawn) was read as RmlCD inh 1536 7.2 and GlmU inhibition 0.2%.
`COc1cccc(N/C(SCc2ccccc2Cl)=C(/C#N)C(=O)NCc2cccs2)c1` gave RmlCD inh 1536 9.3 and GlmU inhibition -2.2%.
Screening Oc1ccc(Cl)cc1Cc1cc(Cl)ccc1O returned GlmU inhibition 2.5%.
Screening CC(O)CSc1nc2c(c(=O)n(C)c(=O)n2C)n1CCCc1ccccc1 (stereo not drawn) returned GlmU inhibition -1.3%.
For CCOC(=O)c1ccc(N2C(=O)CC(N3CCN(Cc4ccccc4)CC3)C2=O)cc1 (stereo not drawn) the results were GlmU inhibition -1.4%.
Screening Cn1c(C(=O)O)cc2cc(F)ccc21 returned GlmU inhibition 2.9%.
Cc1cccc(Cn2c(O)c(N=NC(=S)Nc3ccccc3F)c3ccccc32)c1 was read as GlmU inhibition -1.1%.
For Cc1cc(NS(=O)(=O)c2ccc(NC(=O)c3ccoc3C)cc2)nc(C)n1 the results were GlmU inhibition -1.5%.
`COc1ccc(-c2nc(-c3ccccc3)nc(Cl)c2C#N)cc1` gave RmlCD inh 1536 11.4 and GlmU inhibition 3.8%.
Screening CCC(C)[C@H](NC(=O)NCc1ccccc1Cl)C(=O)O (stereo partly drawn) returned GlmU inhibition 3.9%.
For Cc1c(NC(=O)CN2C(=O)NC(C)(c3ccc4c(c3)OCCO4)C2=O)c(=O)n(-c2ccccc2)n1C (stereo not drawn) the results were RmlCD inh 1536 27.6 and GlmU inhibition 1.2%.
O=C(OCC(=O)N1CCCc2ccccc21)c1cccnc1Cl was read as RmlCD inh 1536 -5.2 and GlmU inhibition 1.1%.
For CC(C)(CN)CC(=O)O the results were RmlCD inh 1536 6.2 and GlmU inhibition 3.5%.
Screening CCOc1ccc(N2CC(O)(c3cccs3)[N+]3=C2CCCC3)cc1 (stereo not drawn) returned RmlCD inh 1536 3.6 and GlmU inhibition -1.3%.
`COc1cccc2sc(N(CCCN(C)C)C(=O)c3sc4ccccc4c3Cl)nc12` gave RmlCD inh 1536 4.8 and GlmU inhibition -7.4%.
COc1cc(NC(=O)c2cccc([N+](=O)[O-])c2)ccc1NC(=O)c1ccco1 was read as GlmU inhibition -0.3%.
For O=C(Nc1ccc(N2CCN(C(=O)c3ccc(Cl)cc3)CC2)cc1)c1ccc([N+](=O)[O-])o1 the results were RmlCD inh 1536 -9.5 and GlmU inhibition -7.4%.
For O=C(Nc1nnc(-c2ccc3c(c2)CCCC3)o1)c1ccccc1 the results were RmlCD inh 1536 -7.2 and GlmU inhibition 6.0%.

Three compounds drawn at random from the list so far, as already listed:
For COc1ccc(C(=O)NNC2=NCCCCC2)cc1 the results were RmlCD inh 1536 -6.5 and GlmU inhibition -2.6%.
Screening O=C(OCC(=O)N(C1CCCCC1)C1CCCCC1)c1cnccn1 returned RmlCD inh 1536 -0.3 and GlmU inhibition 3.7%.
O=C(NCc1cccs1)C(Cc1ccccc1)n1cccc1 (stereo not drawn) was read as RmlCD inh 1536 7.2 and GlmU inhibition 0.2%.
